RGS12 GoLoco inh: RGS12 GoLoco-Gai1 interaction inhibition; P63096; Gai1:RGS12 GoLoco peptide FP, rhodamine, 10 min; Potency, µM (top dose mostly 61.6 µM), for the others: top-dose activity, negative = inhibition, most hits filed as inhibitors; 230,000 compounds, 0.44% hits; AID 880; active = well fitted inhibition curve with a large enough effect, not every such curve was filed as active; inactive = no such curve, though single readings can be large or run the other way; note: % is set by controls: 0 for no effect and ±100 for the full control effect; nearly all actives have a fitted effect of over 30% in size; many of its hits are not listed in these tables
Target sequence (P63096 whole entry, looked up): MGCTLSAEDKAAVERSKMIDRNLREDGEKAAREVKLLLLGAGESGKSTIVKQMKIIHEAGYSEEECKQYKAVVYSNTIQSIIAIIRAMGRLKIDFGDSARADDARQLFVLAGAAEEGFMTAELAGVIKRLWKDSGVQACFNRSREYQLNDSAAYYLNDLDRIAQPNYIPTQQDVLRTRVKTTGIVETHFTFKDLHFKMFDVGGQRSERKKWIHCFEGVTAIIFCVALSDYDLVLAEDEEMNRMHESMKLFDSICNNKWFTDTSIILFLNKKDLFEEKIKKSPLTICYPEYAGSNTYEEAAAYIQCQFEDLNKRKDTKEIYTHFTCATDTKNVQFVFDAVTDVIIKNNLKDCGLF
Epigenetic reg: epigenetic control regulation, reporter derepression | Potency, µM (top dose mostly 53.9 µM), for the others: top-dose GFP activation, actives largely listed as activators | 280,000 compounds, 0.2% hits | AID 1865 | murine LDR cells, GFP reporter derepression, 30 h; note: % of control where 0% means no effect; nearly all actives have a fitted effect of over 60% in size
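Derepression of a silenced CMV-GFP reporter in murine LDR cells is scored by enumerating GFP-positive cells with a laser-scanning microplate cytometer after 30 hours of treatment at 37 C.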
Luc counter: Kinase-Glo luciferase inhibition (counter-screen); Q27757; Kinase-Glo luciferase, ATP luminescence, 8 min; Potency, µM (titrated, usually from 38.3 µM), inactives show at the highest dose activity change, negative = inhibition, actives largely listed as inhibitors; 200,000 compounds, 0.28% hits; AID 1379; note: % is set by controls: 0 for no effect and ±100 for the full control effect; nearly all actives have a fitted effect of over 60% in size
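Compounds were added to a substrate mix at pH 7.2 (50 mM imidazole, 10 uM ATP, within the enzyme's linear range), followed by Kinase-Glo detection reagent; luminescence was measured after 8 minutes at ambient temperature.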
NPSR antagonist: blocks cAMP signaling of the human neuropeptide S receptor. 220,000 compounds, 1% hits. CHO-NPSR cells, cAMP TR-FRET, antagonist mode. Potency, µM (series often up to 38.3 µM), inactives show at the top dose activity change, negative = inhibition, most hits filed as inhibitors. AID 1461. Q6W5P4; note: % is set by controls: 0 for no effect and ±100 for the full control effect; nearly all actives have a fitted effect of over 50% in size; many of its hits are not listed in these tables
SMN2 splice up: SMN2 splice variant enhancement; HEK293 SMN2-luciferase splicing reporter, luminescence, 30-36 h; 210,000 compounds, 2.8% hits; Potency, µM (top dose mostly 46.1 µM), without a hit: top-dose activity change, positive = activation, hits mostly activators; note: % of control where 0% means no effect; nearly all actives have a fitted effect of over 55% in size
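HEK293 cells carry an SMN2 minigene-luciferase reporter in which exon 7 inclusion puts luciferase in frame. Cells were seeded at 2000 cells/well, attached for 10-12 hours, then exposed to compounds for 30-36 hours at 37C before ONE-Glo luminescence.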
RECQ1 helicase: blocks DNA unwinding by human RECQ1; 240,000 compounds, 0.54% hits; P46063; Potency, µM (titrated, usually from 57.3 µM), for the others: at the top dose activity, negative = inhibition, most hits filed as inhibitors; AID 2549; RECQ1 DNA unwinding, red fluorescence kinetic read;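 note: plate controls were vehicle for no effect and no enzyme for full effect; nearly all actives have a fitted effect of over 30% in size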
Target sequence (P46063 whole entry, looked up): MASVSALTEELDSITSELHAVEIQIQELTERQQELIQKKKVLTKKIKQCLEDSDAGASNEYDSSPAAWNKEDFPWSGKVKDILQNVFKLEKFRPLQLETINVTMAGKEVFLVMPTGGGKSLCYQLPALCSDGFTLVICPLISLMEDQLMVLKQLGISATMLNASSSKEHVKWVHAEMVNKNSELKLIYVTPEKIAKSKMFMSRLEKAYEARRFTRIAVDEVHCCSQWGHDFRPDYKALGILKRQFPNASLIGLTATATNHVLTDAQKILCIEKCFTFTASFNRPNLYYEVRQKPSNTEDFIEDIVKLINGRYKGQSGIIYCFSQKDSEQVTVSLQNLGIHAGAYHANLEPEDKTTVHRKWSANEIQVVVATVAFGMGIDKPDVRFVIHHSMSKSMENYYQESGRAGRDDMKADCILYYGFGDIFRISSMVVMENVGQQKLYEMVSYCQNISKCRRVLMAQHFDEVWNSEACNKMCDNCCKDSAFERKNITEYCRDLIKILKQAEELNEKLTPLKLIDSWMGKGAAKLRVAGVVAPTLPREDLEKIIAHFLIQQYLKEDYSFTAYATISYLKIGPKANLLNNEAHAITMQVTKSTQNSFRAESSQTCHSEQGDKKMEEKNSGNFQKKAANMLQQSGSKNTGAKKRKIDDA
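RECQ1T1 50 nM; forked duplex (20 bp + 30-nt ss tails) 200 nM, ATP 2 mM final; pH 8.0, 2 mM MgCl2, 2.5 ug/ml poly(dI-dC); 15 min compound preincubation; discontinuous kinetic read over 2 h at RT.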
IMPase Li cell: IMPase inhibition in cells with lithium potentiation; CHO-M1 cells, IP1 TR-FRET (IP-One), carbachol + lithium; Potency, µM (top dose mostly 59.4 µM), for the others: at the highest dose activity, negative = IMPase inhibition, most hits filed as inhibitors; 210,000 compounds, 0.35% hits; AID 1457;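 note: IP1 builds up when IMPase is blocked and the TR-FRET signal falls; plate controls were basal vehicle for no effect and high inhibitor control for full effect; nearly all actives have a fitted effect of over 50% in size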
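Lithium-sensitised IP1 accumulation assay; M1-expressing CHO cells treated 30 min at 37C with compound. Competitive antibody detection by time-resolved FRET followed a 10 min room-temperature lysis step.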
JMJD2E inh: JMJD2E (human) inhibition; 230,000 compounds, 1.6% hits; Potency, µM (doses to about 57.1 µM), inactives show at the top dose activity change, negative = inhibition, hits mostly inhibitors; JMJD2E catalytic domain, FDH-coupled NADH fluorescence (FDH is formaldehyde dehydrogenase); B2RXH2; active = well fitted inhibition curve with a large enough effect, not every such curve was filed as active; inconclusive = small, poorly fitted or top-dose-only effect, or another doubt; inactive = no such curve, though single readings can be large or run the other way;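 note: 0% = wells with enzyme and -100% = buffer wells without enzyme; nearly all actives have a fitted effect of over 50% in size; many of its hits are not listed in these tables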
* = called active by the depositor; [ ] = remark or other dose. Unless noted, calls come from the whole dose curve; as a rule, active = well fitted curve in the direction sought with a large enough effect; inconclusive = small, poorly fitted or top-dose-only effect, or another doubt; inactive = no such curve, though single readings can be large; an effect the other way counts as inactive or inconclusive. Potency is the fitted concentration of half-maximal effect.

What do the screens show for `COc1ccc(OC)c(S(=O)(=O)N(C(C)=O)c2ccc3oc(=O)sc3c2)c1`?
RGS12 GoLoco inh: -3%; Epigenetic reg: 5.9%; Luc counter: 1%; NPSR antagonist: -10%; SMN2 splice up: 11%; RECQ1 helicase: -8%; IMPase Li cell: 1%; JMJD2E inh: -10%

What do the screens show for `COc1ccc(C(=O)N2CCN(c3ccccn3)CC2)cc1`?
RGS12 GoLoco inh: 1%; Epigenetic reg: 0.8%; Luc counter: 0%; NPSR antagonist: -7%[46.1 µM]; SMN2 splice up: -4%; RECQ1 helicase: 15%; IMPase Li cell: 27%[38.3 µM]; JMJD2E inh: -29%

Results for COc1ccc(CCNC(=O)COC(=O)c2cnc(C)cn2)cc1OC ?
RGS12 GoLoco inh: 5%; Epigenetic reg: -1.6%; Luc counter: -2%; NPSR antagonist: 2%[46.1 µM]; SMN2 splice up: -1%; RECQ1 helicase: 4%; IMPase Li cell: 4%[38.3 µM]; JMJD2E inh: 2%

How did Cc1cccc(NC(=O)Cn2c(O)c(N=NC(=O)c3ccccc3O)c3ccccc32)c1 do in these assays?
RGS12 GoLoco inh: 4%; Epigenetic reg: 1.1%; Luc counter: -7%; NPSR antagonist: -27%; SMN2 splice up: -2%; RECQ1 helicase: 7%; IMPase Li cell: 11%; JMJD2E inh: 4%

Results for C=CCNC(=S)NNC(=O)c1cccn(Cc2ccc(Cl)cc2Cl)c1=O ?
RGS12 GoLoco inh: 5%; Epigenetic reg: -1.1%; Luc counter: 1%; NPSR antagonist: -10%[46.1 µM]; SMN2 splice up: -17%; RECQ1 helicase: -3%; IMPase Li cell: 15%[38.3 µM]; JMJD2E inh: inconclusive

What do the screens show for `C=CCN1c2ccccc2[C@]23C[C@@H](C(=O)OC)N(S(=O)(=O)c4ccc(C(F)(F)F)cc4)C2=NC(C(=O)OC)=C(C(=O)OC)[C@H]13`?
RGS12 GoLoco inh: 5%[14.2 µM]; Luc counter: -4%[7.66 µM]; SMN2 splice up: -3%[9.22 µM]; RECQ1 helicase: 0%[11.5 µM]; IMPase Li cell: -7%; JMJD2E inh: 9%[11.4 µM]

What do the screens show for `CCc1ccc(C(=O)NNc2ccccc2F)cc1`?
RGS12 GoLoco inh: 0%; Epigenetic reg: -0.1%; NPSR antagonist: 4%; RECQ1 helicase: -4%; JMJD2E inh: -22%

What do the screens show for `CC(=O)NC(=O)NC1OC(=O)C(Cl)=C1Cl` (stereo unspecified)?
RGS12 GoLoco inh: -1%; Epigenetic reg: 3.1%; Luc counter: -2%; NPSR antagonist: 2%[7.67 µM]; SMN2 splice up: -7%; RECQ1 helicase: -8%; IMPase Li cell: -6%[38.3 µM]; JMJD2E inh: -3%

Results for COc1ccc(-c2nnc(SCc3cc(C)ccc3C)n2N)cc1 ?
RGS12 GoLoco inh: 5%; Epigenetic reg: -2.3%; Luc counter: -2%; NPSR antagonist: -6%[46.1 µM]; SMN2 splice up: 8%; RECQ1 helicase: -12%; IMPase Li cell: 8%[38.3 µM]; JMJD2E inh: -13%

What do the screens show for `S=c1[nH]nc(-c2ccco2)n1-c1ccc(Cl)cc1`?
RGS12 GoLoco inh: -6%; Epigenetic reg: 6.2%; Luc counter: -7%; NPSR antagonist: 44%; RECQ1 helicase: inactive; IMPase Li cell: -25%; JMJD2E inh: inconclusive

Results for Cc1cc(C(=O)NCCN2CCN(c3cccc(Cl)c3)CC2)n(-c2ccccc2)n1 ?
RGS12 GoLoco inh: 4%; Epigenetic reg: 1.0%; Luc counter: -1%; NPSR antagonist: -13%; SMN2 splice up: -12%; RECQ1 helicase: -6%; IMPase Li cell: 14%; JMJD2E inh: -7%

What do the screens show for `Cc1[nH]c2c(C)cccc2c1CCNC(=O)c1ccc2c(c1[N+](=O)[O-])C(=O)c1ccccc1C2=O`?
RGS12 GoLoco inh: -2%; Epigenetic reg: -0.8%; Luc counter: 0%; NPSR antagonist: -20%[46.1 µM]; SMN2 splice up: -31%[inhibitor]; RECQ1 helicase: -22%; IMPase Li cell: -11%[38.3 µM]; JMJD2E inh: 13%

How did CC(=O)OC1CCC2(C)C(=CCC3C2CCC2(C)C3C[C@@H]3O[C@]32C(C)=O)C1 (stereo partly specified) do in these assays?
RGS12 GoLoco inh: 3%; Epigenetic reg: 0.0%; Luc counter: 0%; RECQ1 helicase: -12%; IMPase Li cell: 29%; JMJD2E inh: 1%

What do the screens show for `COC(=O)c1cc(C(=O)OC)cc(N2C(=O)CC(NNC(=O)c3ccc(C)cc3)C2=O)c1` (stereo unspecified)?
RGS12 GoLoco inh: -22%; Epigenetic reg: -1.9%; Luc counter: -7%; NPSR antagonist: 8%; SMN2 splice up: -9%; RECQ1 helicase: 9%; IMPase Li cell: -12%; JMJD2E inh: -2%

What do the screens show for `CNC(=S)N(Cc1ccc(OC)cc1)C1CC(=O)N(c2ccc(OC)cc2)C1=O` (stereo unspecified)?
RGS12 GoLoco inh: -11%; Epigenetic reg: 0.0%; Luc counter: 1%; NPSR antagonist: -3%[46.1 µM]; SMN2 splice up: -2%; RECQ1 helicase: -12%; IMPase Li cell: 0%; JMJD2E inh: 2%

How did CCCSC1=C(C#N)C(c2cccs2)C(C(=O)Nc2ccccc2)=C(C)N1 (stereo unspecified) do in these assays?
RGS12 GoLoco inh: 65%[activator]; Epigenetic reg: 0.0%; Luc counter: 0%; NPSR antagonist: -15%[46.1 µM]; SMN2 splice up: -14%; RECQ1 helicase: -1%; IMPase Li cell: inconclusive; JMJD2E inh: -2%

Results for Cc1ccccc1NC(=O)CN1CCC(n2nnc3ccccc32)CC1 ?
RGS12 GoLoco inh: 10%; Epigenetic reg: -1.4%; Luc counter: 0%; NPSR antagonist: -15%[46.1 µM]; SMN2 splice up: -6%; RECQ1 helicase: -7%; IMPase Li cell: 14%[38.3 µM]; JMJD2E inh: -3%

What do the screens show for `Nc1ccc(Oc2ccc3c(c2)OCO3)cc1`?
RGS12 GoLoco inh: 12%; Epigenetic reg: -1.1%; Luc counter: 0%; NPSR antagonist: 2%; SMN2 splice up: 6%; RECQ1 helicase: -10%; IMPase Li cell: -15%; JMJD2E inh: -5%

Results for O=C(CCN1CCN(C(c2ccccc2)c2ccccc2)CC1)N/N=C/c1ccc(O)cc1 ?
RGS12 GoLoco inh: -1%; Epigenetic reg: -1.0%; Luc counter: -2%; NPSR antagonist: -5%; SMN2 splice up: 23%; RECQ1 helicase: -7%; IMPase Li cell: 31%[activator]; JMJD2E inh: 1%

What do the screens show for `CCn1c(=O)c(=O)[nH]c2cc(C(=O)NC3CC3)ccc21`?
RGS12 GoLoco inh: 56%[activator]; Epigenetic reg: -1.9%; Luc counter: 6%; NPSR antagonist: 11%; SMN2 splice up: 10%; RECQ1 helicase: -4%; IMPase Li cell: -4%; JMJD2E inh: inconclusive

What do the screens show for `CCCCNC(=O)NCC(=O)Nc1ccc(F)c(F)c1`?
RGS12 GoLoco inh: -4%; Epigenetic reg: -1.0%; Luc counter: 0%; NPSR antagonist: 1%[46.1 µM]; SMN2 splice up: inconclusive; RECQ1 helicase: inconclusive; IMPase Li cell: 26%[38.3 µM]; JMJD2E inh: -1%

What do the screens show for `Cc1cc(C)c2c(=O)[nH]c(SCC(=O)N(C)C)nc2n1`?
RGS12 GoLoco inh: 1%; Epigenetic reg: 0.0%; Luc counter: -2%; NPSR antagonist: -5%[46.1 µM]; SMN2 splice up: 2%; RECQ1 helicase: -10%; IMPase Li cell: -2%[38.3 µM]; JMJD2E inh: inconclusive

What do the screens show for `CCn1c(SCC(=O)c2ccc(Cl)cc2)nnc1-c1ccoc1C`?
RGS12 GoLoco inh: 7%; Epigenetic reg: inconclusive; Luc counter: 2%; NPSR antagonist: inconclusive; SMN2 splice up: -5%; RECQ1 helicase: -21%; IMPase Li cell: 32%[38.3 µM]; JMJD2E inh: -2%

Results for Cn1ncc([N+](=O)[O-])c1C(=O)Nc1ccn(Cc2ccccc2F)n1 ?
RGS12 GoLoco inh: -3%; Epigenetic reg: -1.1%; Luc counter: -3%; NPSR antagonist: -1%[46.1 µM]; SMN2 splice up: -5%; RECQ1 helicase: inactive; IMPase Li cell: 2%[38.3 µM]; JMJD2E inh: 3%

What do the screens show for `CNC(=S)NNC(=O)Cc1ccc(OC)cc1`?
RGS12 GoLoco inh: 5%; Epigenetic reg: 1.6%; NPSR antagonist: -16%; RECQ1 helicase: 2%; JMJD2E inh: -8%

What do the screens show for `CC(=O)NC1C(=O)N=C(SCC(=O)Nc2c(C)cccc2C)NC1=O` (stereo unspecified)?
RGS12 GoLoco inh: -2%; Epigenetic reg: 1.2%; Luc counter: 1%; NPSR antagonist: 7%; SMN2 splice up: 10%; RECQ1 helicase: inactive; IMPase Li cell: 5%; JMJD2E inh: 0%

What do the screens show for `COc1cc(C(=O)NCCc2cn3ccccc3n2)cc(OC)c1OC`?
RGS12 GoLoco inh: 4%; Epigenetic reg: 1.3%; Luc counter: 0%; NPSR antagonist: -5%[46.1 µM]; SMN2 splice up: 4%; RECQ1 helicase: 2%; IMPase Li cell: 29%[38.3 µM]; JMJD2E inh: -8%

How did O=C(CC1NCCNC1=O)OCc1ccccc1 (stereo unspecified) do in these assays?
RGS12 GoLoco inh: 4%; Epigenetic reg: 0.9%; Luc counter: 0%; NPSR antagonist: -3%[46.1 µM]; SMN2 splice up: 26%; RECQ1 helicase: -14%; IMPase Li cell: 7%[38.3 µM]; JMJD2E inh: 0%

How did C=CCN1C=C2C(=O)C(C)(OC(=O)c3cnc4ccccc4n3)C(=O)C=C2C=C1/C=C/COC (stereo unspecified) do in these assays?
RGS12 GoLoco inh: 2%[14.2 µM]; Luc counter: -3%[7.66 µM]; SMN2 splice up: -1%[9.22 µM]; RECQ1 helicase: 11%[11.5 µM]; IMPase Li cell: -5%; JMJD2E inh: -5%[11.4 µM]

Results for O=C(CSC1=Nc2ccccc2C2=NC(c3ccccc3)C(=O)N12)NCC1CCCO1 (stereo unspecified) ?
RGS12 GoLoco inh: 0%; Epigenetic reg: 2.0%; Luc counter: -3%; NPSR antagonist: 5%[46.1 µM]; SMN2 splice up: 2%; RECQ1 helicase: inactive; IMPase Li cell: 7%[38.3 µM]; JMJD2E inh: inconclusive

What do the screens show for `COc1ccc(NC(=O)CN2CCC(n3c(C)nc4cc(F)ccc43)CC2)c(OC)c1`?
RGS12 GoLoco inh: -7%; Epigenetic reg: 0.1%; Luc counter: -2%; NPSR antagonist: -5%[46.1 µM]; SMN2 splice up: 2%; RECQ1 helicase: -7%; IMPase Li cell: 4%[38.3 µM]; JMJD2E inh: 4%

Screens: PubChem BioAssay, National Center for Advancing Translational Sciences (NCATS)

This is a subset; count on the stated rates, not on these rows.
